Screening data as filed in PubChem.
ABHD4 inh: ABHD4 inhibitors, primary screen, biochemical, fluorescence polarization, mouse; purified mABHD4, FP-Rh probe fluorescence polarization; inhibition, % at 8.92 µM; actives 0.54% (n = 370,000); AID 720543, 2013;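 active = inhibition exceeding the mean over every tested compound plus 3 SD, cut at about 30% in these data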;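 note: 0% = plate median of compound wells and 100% = S159A mutant with DMSO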
Target sequence (Q8VD66 whole entry, looked up): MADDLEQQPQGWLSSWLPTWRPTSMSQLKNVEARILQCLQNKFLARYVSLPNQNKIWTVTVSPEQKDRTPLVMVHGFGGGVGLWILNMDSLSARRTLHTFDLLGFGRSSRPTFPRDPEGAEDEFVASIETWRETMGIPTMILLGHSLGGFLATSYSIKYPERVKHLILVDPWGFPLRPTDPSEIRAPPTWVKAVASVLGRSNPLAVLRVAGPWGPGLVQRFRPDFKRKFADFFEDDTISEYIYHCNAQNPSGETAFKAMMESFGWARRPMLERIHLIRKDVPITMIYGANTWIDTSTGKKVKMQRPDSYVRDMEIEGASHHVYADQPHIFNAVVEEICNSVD
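System: mouse ABHD4 enzyme, wild type / Medium: HEPES pH 7.0, NaCl, Pluronic buffer / Reagent: FP-Rh activity-based fluorescent probe / Control set: S159A mutant high control, sample median low control / Detection: fluorescence polarization with parallel and perpendicular emission, 525/598 nm / Schedule: 45 min + 60 min at 25 °C / Compound dosing: 8.92 µM, single dose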
NPR1 activator: GC-A stimulated cGMP production enhancers – HEK293 GC-A cells, cGMP TR-FRET, EC30 ANP, primary screen. Atrial natriuretic peptide receptor 1 (Homo sapiens), P16066. 0% at EC30 ANP, 100% saturating ANP. activation, % at 10 µM. actives 0.14% (n = 370,000). AID 1671463, 2021; in the data active = activation above about 40%
SMARCA2 act: SMARCA2 (BRM) function activators, primary screen, cell-based, luminescence, high throughput | MG213 cells, MMTV-luciferase reporter, dexamethasone, overnight | activation, % at 9.1 µM | actives 1% (n = 370,000) | AID 652017, 2013; in the data active = activation above about 7.8%;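 note: 0% = vehicle wells and 100% = reference activator wells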
Rev-erbA mod: modulators of Rev-erb alpha DNA binding, primary screen, biochemical, FITC-DNA, fluorescence polarization, uHTS; Nuclear receptor subfamily 1 group D member 1 (Homo sapiens), P20393; Rev-erbα–FITC-DNA binding, 90 min; actives 0.79% (n = 370,000); activity, % at 10 µM; AID 1259318, 2017;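 active = activity above about 14%, limit read from the data; passing the limit was not always enough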;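 note: 0% = DMSO wells with 35 nM protein and 100% = DMSO wells with 750 nM protein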
GC-B act: human GC-B receptor activators, primary screen, HEK293 GC-B cells, cGMP TR-FRET, EC30 CNP; Atrial natriuretic peptide receptor 2 (Homo sapiens), P20594; 0% at EC30 CNP, 100% saturating CNP; activation, % at 10 µM; actives 0.11% (n = 370,000); AID 1920062, 2024;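 active = activation at 10 µM reaching about 35% in either raw or pattern-adjusted values, limit read from the data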
ASAP1 GAP inh: inhibitors of human ASAP1 ArfGAP activity, primary screen, biochemical, fluorescence polarization; ASAP1-stimulated ARF1 GTP hydrolysis, GDP FP detection; inhibition, % at 16.5 µM; actives 0.19% (n = 360,000); in the data active = inhibition above about 25%;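 note: 0% = vehicle with enzyme and substrate and 100% = no enzyme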
Target sequence (Q9ULH1 325-724 limits assumed): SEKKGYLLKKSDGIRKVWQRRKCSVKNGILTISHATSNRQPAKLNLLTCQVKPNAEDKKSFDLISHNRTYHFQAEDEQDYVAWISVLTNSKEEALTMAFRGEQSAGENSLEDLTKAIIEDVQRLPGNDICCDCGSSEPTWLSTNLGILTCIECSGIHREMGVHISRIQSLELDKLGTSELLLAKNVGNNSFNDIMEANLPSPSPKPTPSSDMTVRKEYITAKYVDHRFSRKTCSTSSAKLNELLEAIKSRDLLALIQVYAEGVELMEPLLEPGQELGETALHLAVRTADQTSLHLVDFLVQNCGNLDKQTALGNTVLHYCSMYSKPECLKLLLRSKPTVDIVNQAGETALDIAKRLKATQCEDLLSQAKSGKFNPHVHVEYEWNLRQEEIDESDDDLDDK
PG9 Ab binder: binders of HIV-1 gp120 antibody PG9, primary screen, biochemical, TR-FRET | AID 624416, 2012 | HIV-1 gp120 / PG9 antibody interaction | TR-FRET gp120-PG9 antibody binding | inhibition, % at 6.7 µM | actives 0.43% (n = 360,000); in the data active = inhibition above about 8.5%
HTRA1 inhibitor: HTRA1 serine protease inhibitors, primary screen, biochemical, fluorescence polarization, HTS | Q92743 | recombinant HTRA1, FP-rhodamine activity-based probe | inhibition, % at 5.96 µM | actives 0.5% (n = 340,000); in the data active = inhibition above about 36%;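 note: 0% = enzyme with DMSO and 100% = wells lacking enzyme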
ARFGAP1 inh: inhibitors of rat ARFGAP1 GAP activity, primary screen, biochemical, fluorescence polarization, GDP tracer; ADP-ribosylation factor GTPase-activating protein 1 (Rattus norvegicus), Q62848; Arfgap1-stimulated ARF1 GTP hydrolysis, GDP FP detection; inhibition, % at 16.5 µM; actives 0.26% (n = 360,000); AID 651572, 2012;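 active = inhibition above a per-plate limit, mean inhibition of low control wells plus 3 SD, cut at about 25% in these data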;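 note: 0% = DMSO wells with enzyme and 100% = wells lacking Arfgap1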
Target sequence (Q62848 1-136 limits assumed): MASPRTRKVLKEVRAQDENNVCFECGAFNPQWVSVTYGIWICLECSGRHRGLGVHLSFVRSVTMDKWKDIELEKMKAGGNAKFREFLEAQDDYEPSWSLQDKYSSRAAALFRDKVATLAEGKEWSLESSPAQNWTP
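Assay system: Rat Arfgap1 GAP domain (His6, aa 1-136), purified enzyme | Buffer or medium: HEPES 25 mM pH 7.5, NaCl 150 mM, MgCl2, DTT | Schedule: GTP hydrolysis reaction 2 h at 25 °C | Signal: FP of antibody-bound GDP Alexa 633 tracer, ex 620/em 688 nm | Measure: Percent inhibition of Arfgap1-stimulated GTP hydrolysis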
rCAG RNA binder: binders of r(CAG) RNA repeats, primary screen, biochemical, fluorescence; r(CAG) RNA repeat, TO-PRO-1 dye displacement fluorescence; inhibition, % at 3 µM; AID 651821, 2012; actives 1.3% (n = 370,000);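 active = inhibition above the plate cutoff, the mean of all test compounds on that plate plus 3 SD, cut at about 35% in these data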;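 note: 0% = DMSO alone and 100% = 100 µM mitoxantrone as full dye displacement; higher means more dye released from RNA so lower well fluorescence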
Starred values were filed as active, the others as inactive; / = no result given.

SMILES	ABHD4 inh	NPR1 activator	SMARCA2 act	Rev-erbA mod	GC-B act	ASAP1 GAP inh	PG9 Ab binder	HTRA1 inhibitor	ARFGAP1 inh	rCAG RNA binder
CC(C)C(=O)OCCN=C1NS(=O)(=O)c2ccccc21	0	2	0	-4	0	-17	0.4	0	6	0
CCCCNC(=O)OCCNC(=O)Oc1cccc(C)c1	-5	7	-1	-1	6	-4	-0.2	-4	-6	0
COc1cc(C(=O)NCc2ccccc2)ccc1OC(F)F	9	3	-2	9	1	3	0.3	-3	11	0
COc1ccc(-c2cc(C(=O)N3CCCC(C(F)(F)F)C3)c3ccccc3n2)cc1 (configuration not stated)	-25	0	2	1	0	17	-0.2	-26	10	1
O=C(NCC1CCCO1)c1ccc(NC(=O)C2CCCCC2C(=O)O)cc1 (configuration not stated)	-1	0	3	-6	-2	3	-0.9	-6	6	1
Cc1ccc(S(=O)(=O)N2CC3(O)CN(C(=O)OC(C)C)N(C(=O)OC(C)C)CC3(OC(=O)Nc3c(C)noc3C)C2)cc1 (configuration not stated)	6	-1	-4	2	0	-6	-1.1	-2	5	0
CC(C)(C)NC(=O)CC1C[C@H](C(=O)N2CCCCC2)[C@@]2(C)c3[nH]c4ccccc4c3CCN2C1=O (some centres not stated)	2	3	-4	2	-7	-4	0.8	6	-7	-2
CCOc1ccc(N2C(=O)Nc3ccccc3C2(O)C(=O)NCc2ccccc2)cc1 (configuration not stated)	3	4	-3	-3	8	10	0.1	3	-3	-2
Cc1ccc(-n2c(COc3c(C)cccc3C)nnc2SCC(=O)Nc2nccs2)cc1	-9	-11	0	2	-10	3	1.7	2	-2	2
COC(=O)C1=C(O)/C(=C/c2ccc(OCC(=O)Nc3ccccc3)cc2)N=C1C	-2	-10	-3	-5	-3	-1	-9.0	-8	-1	6
CN(c1ccc(OC(=O)CN2C(=O)NC3(CCCC3)C2=O)cc1)S(=O)(=O)c1ccccc1	5	5	-1	-5	7	4	0.6	3	-7	-2
Cc1ccc(-n2nc(C)cc2NC(=O)CC#N)cc1	-7	2	-4	-2	2	16	-2.1	2	12	7
COC(=O)COc1cccc(NC(=O)COc2ccccc2)c1	7	12	1	4	-1	0	0.4	-2	0	1
O=C(Cc1ccccc1)NC1CCN(S(=O)(=O)c2ccc(C(=O)O)cc2)CC1	4	1	0	-5	1	15	-0.2	-4	10	1
COc1ccc(CNc2nc(SCC(=O)NCc3ccco3)nc3ccccc23)cc1	2	10	2	-8	7	15	-1.5	-31	10	-2
Cc1nn(C(C)(C)C)c(C)c1/C=N/OC(=O)Nc1ccc(Cl)c(Cl)c1	-10	0	-11	-3	2	-3	0.1	-1	6	2
CCN(CC)CCC(=O)NC(C)(C)Cc1ccc(O)cc1	-3	0	-4	0	1	-4	0.4	-2	-2	3
CCN(CC)C(=O)c1ccc(C(=O)c2ccccc2)cc1	6	0	-2	3	3	-4	-1.0	-6	3	-4
Cc1cccc(N(CC(=O)NCc2ccco2)C(=O)CNS(=O)(=O)c2ccc(F)cc2)c1	-5	-1	-2	-5	1	4	-1.9	-5	-1	-3
COc1ccc(S(=O)(=O)N2CCC(C(=O)N[C@@H](C)C(=O)NC3CCCC3)CC2)cc1	8	0	-2	-2	6	2	0.5	15	14	1
Cc1nnc(SCC(=O)NNC(=O)CC#N)[nH]c1=O	6	0	-5	3	3	-8	-0.4	-3	-6	2
COc1ccc(CNc2nc(-c3cccnc3)nn2C(=O)c2cccs2)cc1	-4	15	0	0	17	6	-2.9	23	-5	2
CCc1cc(=O)n2[nH]c(-c3ccccc3)c(-c3ccccc3)c2n1	8	-8	-1	-2	-9	4	0.1	7	0	4
O=C(CSc1ncnc2c1oc1ccccc12)OCc1ccccc1	/	6	/	-4	-1	/	/	-20	/	/
O=C(O)CCCn1cc(NC(=O)COc2cccc(Cl)c2)cn1	-4	4	-3	-2	1	-1	1.5	0	11	-3
(continued)
SMILES	ABHD4 inh	NPR1 activator	SMARCA2 act	Rev-erbA mod	GC-B act	ASAP1 GAP inh	PG9 Ab binder	HTRA1 inhibitor	ARFGAP1 inh	rCAG RNA binder
COc1ccc(CCNC(=O)COC(=O)CNS(=O)(=O)c2ccc(SC)c([N+](=O)[O-])c2)cc1	1	2	5	1	5	4	-2.5	7	11	3
Cc1cccc(-n2nc3c(c2NC(=O)CCC2CCCCC2)CS(=O)C3)c1C (configuration not stated)	-3	1	-3	-3	-2	-2	-1.9	1	9	-1
O=C(NCC1CCCO1)c1ccc(N2CCCCC2)c([N+](=O)[O-])c1 (configuration not stated)	-2	2	2	1	-3	-7	-3.0	-2	-10	-3
C/C(=N\N=C\c1ccccc1F)c1nnn(-c2nonc2N)c1C	-12	1	1	-6	5	1	0.7	3	7	-1
O=C(NCc1cccnc1)c1ccc(COc2ccccc2Br)o1	-6	1	1	0	2	16	-0.7	-1	2	-1
COc1c(C)cccc1C(=O)NC(=S)Nc1cccc2nsnc12	3	-7	3	-4	-9	1	-17	-4	-5	0
O=C(N/N=C/c1cc(Br)c(Br)o1)c1ccc2c(c1)OCCO2	6	2	0	-19	-8	-2	-2.5	5	-11	27
CNC(=S)NNC(=O)c1noc(C)c1C(=O)N1CCN(C(c2ccccc2)c2ccccc2)CC1	1	2	-6	0	-4	-10	-1.8	-3	0	34
COc1cc(/C=C2/C(=N)N3N=C(CC(=O)N4CCOCC4)SC3=NC2=O)ccc1OCc1ccccc1	3	0	-3	4	-14	-5	1.4	4	0	22
Nc1ccc(Cl)c(S(=O)(=O)Nc2cccc(Cl)c2)c1	-9	-4	-1	-1	-1	3	-0.2	-4	6	5
O=C(Nc1ccncc1)c1cc(C2CCCCN2C(=O)CCc2ccccc2)on1 (configuration not stated)	2	1	0	-2	1	6	-0.4	/	1	1
COc1ccc(S(=O)(=O)Nc2ccc(Nc3ccccc3)cc2)cc1	-2	-2	-5	-1	-9	3	-2.2	/	5	11
CC(OC(=O)c1ccc2c(=O)n3c(nc2c1)CCC3)C(=O)Nc1ccc(C(N)=O)cc1 (configuration not stated)	1	2	-2	-8	1	11	0.1	10	8	0
COc1ccc(-c2cc(C(=O)NCCN3CCOCC3)no2)cc1OC	4	1	4	-1	1	9	0.1	5	1	-2
COc1ccccc1NC(=O)N1CCN(C(=O)c2ccco2)CC1	5	-2	0	-4	1	4	-1.1	-2	13	-2
Cc1ccc(C(=O)N/C(=C/c2cccs2)C(=O)N2CCCCC2)cc1	3	2	0	-5	-1	7	-0.5	-2	5	-7
CN1c2cccc3cccc(c23)N(C)C1(C)C	27	0	-1	2	-13	-3	2.8	5	10	3
CCOc1ccc(NC(=O)CN(C)C(=O)CCCc2c[nH]c3ccccc23)cc1OCC	7	0	-2	-2	-2	-5	-0.8	0	-17	1
COc1ccc(NC(=O)C2C3C=CC(C3)C2C(=O)O)cc1 (configuration not stated)	0	3	2	-2	-2	3	0.6	-2	-9	-2
O=C(O)Cc1sc(Nc2cccc3ccccc23)nc1-c1ccc(Cl)cc1	-50	-8	-1	3	-1	3	-2.2	-5	-2	27
O=c1c2c(nc3nc(Cc4ccccc4)[nH]n13)CCC2	5	-2	2	3	-5	-1	-0.7	-2	4	-2
COc1ccc(CC(C)N2CCN(Cc3ccccc3)CC2)c(OC)c1 (configuration not stated)	3	-4	0	-2	-2	3	1.0	-2	4	-7
CCN(CC)S(=O)(=O)c1ccc(N2CCOCC2)c(NC(=O)C(=O)c2c(-c3ccccc3)cc3ccccn23)c1	28	6	-3	-1	2	7	0.5	-16	1	6
CC(=O)Nc1ccc(/C=C/C(=O)c2ccc3c(c2)OCCO3)cc1	-10	-4	0	-1	-3	4	1.0	-6	6	10
CCC(CO)n1c(SCc2cc([N+](=O)[O-])cc3c2OCOC3)nc2ccccc2c1=O (configuration not stated)	-12	-6	1	-5	-4	0	2.4	-38	7	6
(further entries)
SMILES	ABHD4 inh	NPR1 activator	SMARCA2 act	Rev-erbA mod	GC-B act	ASAP1 GAP inh	PG9 Ab binder	HTRA1 inhibitor	ARFGAP1 inh	rCAG RNA binder
CC(=O)NS(=O)(=O)c1ccc(NC(=S)NC(=O)COc2ccccc2C)cc1	1	1	2	1	4	-5	-0.8	0	2	5
COc1ccccc1CNC(=O)C1CCN(c2ncnc3c2nc2n3CCCCC2)CC1	-6	0	-1	0	-6	4	-0.9	7	-5	-5
O=c1[nH]c(SCc2n[nH]c(=S)n2-c2ccccc2)nc2ccccc12	5	4	3	3	4	0	0.9	-3	13	4
CC(=O)Nc1sc2c(c1CN1CCN(C)CC1)CCCC2	6	-2	-5	-4	4	-13	0.3	-1	-16	-2
CNC(=O)CS(=O)(=O)CC(=O)Nc1cc(OCCOC)c(Cl)cc1Cl	6	2	-4	-9	4	-9	-1.5	/	-6	-2
CC1(C)CC(=O)C(Sc2ccccc2)=C(O)C1	7	8	7	2	-2	4	-0.4	6	9	2
Cc1nnc(NC(=O)CCCN2C(=O)c3ccccc3C2=O)s1	6	2	-2	-3	1	-12	1.7	5	2	-1
CC(NC(=O)Cc1ccccc1)c1nc2ccccc2[nH]1 (configuration not stated)	2	1	7	5	8	0	1.7	-6	-13	2
COc1ccccc1CCNC(=O)CCn1c(=O)c2cccn2c2ccc(F)cc21	-13	-20	-1	-1	-8	10	0.1	-10	13	-3
Cc1ccc(C(=O)N2CCN(c3ccccc3)CC2)cc1S(=O)(=O)N1CCOCC1	8	2	2	4	-3	0	-2.5	6	-8	-8
O=C(CCl)NCc1c(Cl)cccc1-n1cccc1	-1	2	-4	-1	-2	-5	1.6	-6	7	-2
C[C@H]1COc2cccc(N3CCC[C@H]3CO)c2S(=O)(=O)N1	0	4	-2	6	7	0	2.2	/	13	1
Cc1cc(C(=O)NCC(=O)OCC(=O)N(C)C2CCCCC2)ccc1[N+](=O)[O-]	5	4	-1	-5	6	3	0.7	2	2	-3

Gathered by group, the entries above containing a cyano group
SMILES	ABHD4 inh	NPR1 activator	SMARCA2 act	Rev-erbA mod	GC-B act	ASAP1 GAP inh	PG9 Ab binder	HTRA1 inhibitor	ARFGAP1 inh	rCAG RNA binder
Cc1ccc(-n2nc(C)cc2NC(=O)CC#N)cc1	-7	2	-4	-2	2	16	-2.1	2	12	7
Cc1nnc(SCC(=O)NNC(=O)CC#N)[nH]c1=O	6	0	-5	3	3	-8	-0.4	-3	-6	2
